D1 ag: agonists of human D1 dopamine receptor | P21728 | HEK293 T-REx D1 cells, calcium flux, agonist mode | activation, % at 2 µM | 360,000 compounds, 1% hits | AID 504660; further: 0% is about no effect
Target sequence (P21728 whole entry, looked up): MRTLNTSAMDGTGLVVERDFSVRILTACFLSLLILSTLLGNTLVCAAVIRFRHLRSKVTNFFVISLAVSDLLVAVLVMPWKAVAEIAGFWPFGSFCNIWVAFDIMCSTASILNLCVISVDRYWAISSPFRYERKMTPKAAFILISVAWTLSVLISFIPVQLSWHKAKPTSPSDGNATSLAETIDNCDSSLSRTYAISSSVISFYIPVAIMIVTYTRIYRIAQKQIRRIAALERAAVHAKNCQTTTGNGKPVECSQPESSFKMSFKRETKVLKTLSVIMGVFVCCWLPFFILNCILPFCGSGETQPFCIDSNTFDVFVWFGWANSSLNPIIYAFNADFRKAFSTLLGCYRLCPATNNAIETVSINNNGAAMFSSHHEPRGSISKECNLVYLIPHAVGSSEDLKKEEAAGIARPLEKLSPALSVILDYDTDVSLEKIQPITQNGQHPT
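Tetracycline-induced HEK293 TREx D1 cells, force-coupled to calcium signalling, were dye-loaded with a no-wash calcium kit. Compound was pin-added after a 10 s baseline. Fluorescence was read kinetically at 1 cycle/s for 180 s, with calcium rises flagged as agonism.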
TRHR agonist: TRH receptor (human) agonism; P34981; TRHR cells, calcium flux fluo-8, FDSS agonist mode; activation, % at 2 µM; 360,000 compounds, 0.18% hits; AID 493084; further: 0% is about no effect
Target sequence (P34981 whole entry, looked up): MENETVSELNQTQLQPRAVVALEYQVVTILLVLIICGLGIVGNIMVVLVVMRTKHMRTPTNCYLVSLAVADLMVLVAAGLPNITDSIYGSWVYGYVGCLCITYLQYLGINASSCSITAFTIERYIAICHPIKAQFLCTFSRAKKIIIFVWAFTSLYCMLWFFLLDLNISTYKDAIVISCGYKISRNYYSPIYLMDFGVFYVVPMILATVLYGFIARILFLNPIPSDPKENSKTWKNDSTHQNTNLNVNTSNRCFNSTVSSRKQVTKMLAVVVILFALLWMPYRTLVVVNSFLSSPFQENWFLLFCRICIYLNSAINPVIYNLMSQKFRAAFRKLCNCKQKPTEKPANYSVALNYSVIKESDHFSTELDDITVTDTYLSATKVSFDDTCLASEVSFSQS
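Fluo-8-loaded TRHR cells; 10 s baseline, compound added, kinetic Ca2+ fluorescence read 1/s, agonist mode.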
D2 antag: D2 dopamine receptor (human) antagonism; P14416; HEK293 TREx D2 cells, calcium flux, dopamine EC80; inhibition, % at 10 µM; 340,000 compounds, 2% hits; AID 485344; in the data active means inhibition above about 30%; further: 0% is about no effect
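Cells plated overnight at 30 C with tetracycline; no-wash calcium dye, 30–90 min RT; 10 s baseline; compound pinned; 180 s read; EC80 dopamine added; another 180 s read.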
D2 potentiator: D2 dopamine receptor (human) potentiation; P14416; HEK293 T-REx D2, calcium flux, EC20 dopamine potentiation; potentiation, % at 10 µM; 340,000 compounds, 0.34% hits; AID 485347;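 active means potentiation over 3 SD above the plate norm, cut at about 30% in these data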; further: 0% is about no effect
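Potentiation of an EC20 dopamine calcium response is measured in a force-coupled, tetracycline-inducible Hek293 Trex D2 line. Compound-only kinetic reads over 180 s flag agonists before dopamine addition.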
D1 antagonist: blocks dopamine activation of the human D1 receptor; HEK293 TREx D1 cells, calcium flux, dopamine EC80; hits give low values; 360,000 compounds, 3.2% hits; activity change, negative = inhibition, % at 10 µM; P21728; in the data active means activity change below about -30%; further: on the % scale 0 is the no-effect control and ±100 the full control effect
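After overnight tetracycline induction at 30 C, force-coupled D1 HEK293 cells took up a no-wash calcium dye at room temperature. Compounds were added and monitored 180 s, and the response to EC80 dopamine was then recorded.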
RXFP1 antag: blocks the human relaxin receptor RXFP1 | activity change, negative = inhibition, % at 57.5 µM | Q9HBX9 | 350,000 compounds, 0.59% hits | AID 1259400 | HEK293-RXFP1, relaxin-stimulated cAMP HTRF, 30 min; hits give low values;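 active means activity change of -60% or lower, but not beyond a set lower limit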; further: on the % scale 0 is the no-effect control and ±100 the full control effect
D2 ag: activates the human D2 dopamine receptor | P14416 | HEK293 T-REx D2 cells, calcium flux agonist mode | activation, % at 2 µM | 340,000 compounds, 0.53% hits | AID 485358;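 active means activation over 3 SD above normal in the single-dose calcium agonist read, cut at about 30% in these data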; further: 0% is about no effect
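Tetracycline-induced HEK293 T-REx cells with force-coupled D2 receptor, plated overnight at 30 C, loaded with no-wash calcium dye. After a 10 s baseline, compound was pin-added and calcium flux read kinetically for 180 s; calcium rises flagged agonists.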
D1 potentiator: potentiators of human D1 dopamine receptor. P21728. HEK293 TREx D1 cells, calcium flux, dopamine EC20 potentiation. potentiation, % at 10 µM. 360,000 compounds, 0.036% hits. AID 504651; in the data active means potentiation above about 30%; further: 0% is about no effect
TRHR PAM: allosteric enhancers of human TRH receptor | AID 493056 | TRHR cells, fluo-8 calcium fluorescence, EC20 TRH enhancement | enhancement, % at 2 µM | 360,000 compounds, 0.66% hits; in the data active means enhancement above about 30%; further: 0% is about no effect
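Enhancer read-out: after compound pinning and an initial kinetic agonist-mode read, an EC20 of TRH (10 nM final) was injected and fluo-8 calcium signal (Ex 480/Em 530) followed at 1 s/cycle for 100 cycles in TRHR-expressing cells.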
Active calls of the source: *; nt = no result given; & = joins results of further samples. Unless noted, no stated cut-off is given here; in the data, active means activation above about 30%; inactive means the rest.

SMILES | D1 ag | TRHR agonist | D2 antag | D2 potentiator | D1 antagonist | RXFP1 antag | D2 ag | D1 potentiator | TRHR PAM
N#Cc1ccc(C(=O)OCC(=O)N2CCCCCC2)cc1 | 2 | 0.2 | -12 | -1 | 1 | 29 | -0.2 | -5 | -1
Cc1ccccc1-c1nc(-c2ccc(Br)o2)no1 | 6 | 0.5 | -3 | -4 | -9 | 7 | -0.6 | 1 | -4
C=CCn1c(=O)c2ccccc2n2c(SCC(=O)/C(C#N)=C(\C)N)nnc12 | 0 | -0.5 | 2 | 4 | 3 | 2&-1 | 0.7 | -1 | 1
CCC(C)N(C(=O)CSc1nnc(C)n1C)C1CCS(=O)(=O)C1 (configuration not stated) | 3 | -0.1 | 3 | 5 | 9 | -20 | -0.1 | -6 | -1
Cc1onc(-c2cccc(Cl)c2Cl)c1C(=O)O/N=C(\N)c1ccc([N+](=O)[O-])o1 | 1 | -0.4 | 6 | -9 | 8 | -9 | 0.5 | -2 | -3
Cc1cc(-n2c(C)nc3ccccc3c2=O)ccc1NC(=O)c1cccc([N+](=O)[O-])c1 | -3 | 0.0 | nt | -1 | nt | nt | 3.2 | 3 | -1
CC1(C)CC(=O)C=C(Nc2ccccc2N)C1 | 0 | 0.1 | -3 | 7 | -8 | -8 | 0.3 | 0 | 5
CCOc1ccccc1NC(=O)C1C2CCC3C(CCC21)C3(Cl)Cl (configuration not stated) | -2 | -0.2 | 5 | 6 | nt | -3 | -1.1 | -2 | -1
COc1cc(OC)cc(C(=O)OCC(=O)N(C)c2ccccc2)c1 | 5 | 1.5 | 1 | -5 | -14 | -26 | -0.2 | 13 | -4
CCc1ccc(NCCC(=O)c2ccc(Cl)cc2)cc1 | 0 | 0.2 | -15 | -10 | 5 | 2 | -0.5 | -8 | -9
CSCCC(NC(=O)COc1ccccc1)C(=O)NCc1cccs1 (configuration not stated) | 2 | 0.1 | 5 | -2 | -7 | 2 | -1.0 | -6 | -10
Cc1ccnc(NS(=O)(=O)c2ccc(NC(=O)c3ccc(S(=O)(=O)N4CCCC4)cc3)cc2)n1 | 3 | 0.8 | 2 | -3 | 2 | -1 | 0.1 | -2 | -2
CCOC(=O)c1cnc2c(C#N)cnn2c1N | 2 | 0.5 | 2 | 5 | 5 | -1 | 0.3 | -3 | 36*
CCC(=O)NCCc1nc2cc(NC(=O)c3ccco3)ccc2n1C | 1 | 0.2 | 19 | 24 | 1 | 2 | -0.3 | 0 | 9
C/C(=N\NC(=O)c1cc(-c2cccs2)nc2ccccc12)c1ccccn1 | 4 | 0.2 | 1 | 6 | -3 | -7 | 0.9 | 5 | -5
Nc1nc(N2CCN(Cc3ccccc3)CC2)n[nH]1 | 3 | -0.9 | -19 | -27 | -1 | 9 | 94* | 2 | 2
Cc1ccccc1NC(=O)NCC1CCN(Cc2cccc(Cl)c2)CC1 | 12 | 0.9 | nt | nt | -1 | -3 | nt | -3 | 0
CCN(CC)S(=O)(=O)c1ccc(N2CCN(S(=O)(=O)c3ccccc3C#N)CC2)nc1 | 3 | 1.0 | -2 | 10 | -83* | -15 | 0.0 | -5 | -5
CCn1cc(CNC(=S)Nc2cccc(Cl)c2C)cn1 | 3 | -0.6 | 8 | -8 | nt | -34 | 0.8 | -3 | -1
COc1ccc(N=CC2=C(O)CC(C)(C)CC2=O)cc1OC | 0 | 0.1 | 1 | -1 | 5 | -14 | 0.7 | 1 | 1
Oc1c(CN2CCOCC2)ccc2ccccc12 | 2 | 0.4 | nt | nt | -9 | -14 | nt | -4 | -6
Cc1cc(NC(=O)CSc2nc3cc(Cl)ccc3c(=O)n2C(C)C)no1 | 3 | 0.2 | 4 | -2 | 9 | -7 | 0.0 | 4 | 12
CN(C)S(=O)(=O)c1cc(NC(=O)C2=COCCO2)ccc1Cl | 2 | 0.7 | -20 | 6 | 1 | -6 | 0.7 | 2 | 3
Cc1ccc(C(=O)Nc2ccccn2)cc1S(=O)(=O)N1CCOCC1 | 2 | 0.0 | 35* | 0 | 4 | 5 | 0.2 | -3 | -17
CC(C)(C)C(=O)Nc1ccc(N2CCN(S(C)(=O)=O)CC2)cc1 | 1 | 0.6 | -3 | nt | 3 | -6 | -0.3 | 0 | -8

Overlap with the part before: three entries; new compounds follow.
SMILES | D1 ag | TRHR agonist | D2 antag | D2 potentiator | D1 antagonist | RXFP1 antag | D2 ag | D1 potentiator | TRHR PAM
CN(C)S(=O)(=O)c1cc(NC(=O)C2=COCCO2)ccc1Cl | 2 | 0.7 | -20 | 6 | 1 | -6 | 0.7 | 2 | 3
Cc1ccc(C(=O)Nc2ccccn2)cc1S(=O)(=O)N1CCOCC1 | 2 | 0.0 | 35* | 0 | 4 | 5 | 0.2 | -3 | -17
CC(C)(C)C(=O)Nc1ccc(N2CCN(S(C)(=O)=O)CC2)cc1 | 1 | 0.6 | -3 | nt | 3 | -6 | -0.3 | 0 | -8
CCn1c(C(C)NC(=O)c2ccccc2C)n[nH]c1=S (configuration not stated) | 1 | 0.3 | 6 | -3 | 3 | 6 | 0.2 | -2 | 21
CC/C(=N\NC(=O)c1ccc(CN(C)S(=O)(=O)c2ccc(C)cc2)cc1)c1ccc(OC(F)F)cc1 | 2 | -0.7 | -10 | -3 | -2 | -1 | -1.1 | 0 | 11
CC1(C)CC(=O)CC(C2(O)C(=O)N(Cc3ccccc3)c3ccccc32)O1 (configuration not stated) | 2 | -0.1 | nt | 2 | -9 | nt | nt | -1 | 1
COc1ccccc1CN1C[C@@H]2C[C@@H](C3=Cc4cc(Cl)ccc4OC3)N3CCC[C@@]23C1=O | 2 | -1.9 | 31* | 6 | -3 | -7 | 1.1 | -1 | 1
COc1ccc(-c2nnc(SCCc3ccccc3)n2N)cc1 | -1 | 0.3 | 5 | 1 | 6 | 7 | -1.4 | -3 | 7
Cc1nc(-c2ccc([N+](=O)[O-])cc2)sc1C(=O)O | 0 | -0.2 | -7 | 4 | 1 | -15 | 0.0 | 2 | 0
CC1(C)Cc2c(cnn2-c2cccc(F)c2)C(NC(=O)Cn2cccn2)C1 (configuration not stated) | 5 | 0.0 | 8 | 10 | -12 | 3 | 0.2 | -1 | -6
O=C(/C=C/c1ccccc1Br)c1ccc2c(c1)OCO2 | 14 | -1.6 | -10 | 8 | -1 | -33 | -0.5 | -8 | -3
O=C(c1ccc([N+](=O)[O-])s1)N1CCN(c2ccccc2)CC1 | 0 | 0.5 | 6 | -7 | -5 | 1 | 0.0 | -5 | -7
COc1ccc(C(=O)c2c[nH]c(C(=O)NCc3cccs3)c2)cc1 | 1 | 0.0 | 11 | 3 | -4 | -6 | 0.0 | -3 | 0
CC(CCc1ccccc1)NC(=O)C(=O)NCc1ccccc1 (configuration not stated) | 1 | -0.4 | -5 | -2 | 15 | 0 | -0.5 | -3 | -1
CN(C)C(=O)C1CCC(=O)N1Cc1cccs1 (configuration not stated) | 0 | 2.1 | -11 | -8 | nt | 6 | 2.2 | -4 | 1
O=C(CO/N=C/c1ccccc1)N1c2ccccc2Oc2ccccc21 | 5 | 0.3 | -5 | 14 | 8 | -12 | -0.2 | 1 | -12
Cc1ccc(C)c(S(=O)(=O)N2CCN(C(=O)CSc3ccccc3)CC2)c1 | -1 | 0.7 | 7 | -3 | -41* | -1 | 0.0 | -4 | 3
CCOC(=O)c1ccc(NC(=O)c2nsc3ccccc23)cc1 | 23 | 2.9 | nt | -10 | -29 | -11 | 0.2 | -2 | -9
CCc1ccc(N2C(=O)CC(c3cc(OC)ccc3OC)C3=C2COC3=O)cc1 (configuration not stated) | 0 | 0.1 | nt | 3 | 8 | nt | 0.0 | -3 | -9
Cc1ccc(/C=C2\S/C(=N/S(=O)(=O)c3cccs3)NC2=O)cc1 | 2 | -0.5 | -4 | -7 | -16 | 2 | -0.3 | -2 | -9
CCOC(=O)c1cc(=O)n2nc(-c3ccc(C)cc3)nc2s1 | 1 | -0.1 | -4 | -2 | -20 | -3 | -0.9 | -6 | -4
Cc1ccc(NS(=O)(=O)c2cc(Br)cnc2N)c(Cl)c1 | 8 | -0.5 | -14 | 10 | 6 | -7 | 0.0 | -5 | -1
O=C1C2CCCN2C(c2ccccc2)N1c1nccs1 (configuration not stated) | 1 | -0.7 | 67* | 1 | -4 | 5 | 0.1 | 1 | 7
O=C(NCCc1ccccc1)c1ccc2nc(-c3ccco3)c(-c3ccco3)nc2c1 | -1 | -0.1 | 24 | 2 | -16 | -6 | 0.8 | -4 | 1
CCc1ccc(N/C(N)=N/c2nc(CSc3ccccn3)cc(=O)[nH]2)cc1 | 4 | 3.0 | 28 | -8 | -12 | -6 | 1.1 | -7 | 10
CC(=O)Nc1nnc(-c2ccc3c(c2)CCCC3)o1 | 2 | -0.1 | -3 | 11 | 8 | nt | -1.2 | -3 | 3
C/C(=N\N=C1\NC(=O)C(CC(=O)Nc2ccc(C)c(Cl)c2)S1)C(C)(C)C (configuration not stated) | -3 | 0.9 | -39 | -6 | -21 | -12 | 0.3 | -5 | 5
CCn1c(=O)cc(SCC(=O)Nc2ccc(C)cn2)c2ccccc21 | 2 | -1.2 | 10 | -3 | 2 | 5 | -1.4 | 2 | -3
Further structures follow:
SMILES | D1 ag | TRHR agonist | D2 antag | D2 potentiator | D1 antagonist | RXFP1 antag | D2 ag | D1 potentiator | TRHR PAM
COc1ccccc1CCNC(=O)CCn1nc(C)c2c(C)n(-c3ccccc3)nc2c1=O | -1 | -0.2 | -8 | 2 | -6 | -29 | -0.3 | 1 | 16
COC(=O)c1cc(Br)c(=O)n(-c2ccccc2F)c1 | 0 | -0.3 | -12 | 3 | 2 | 8 | 0.8 | -2 | 0
Cc1ccc(OCCCSc2ncccn2)cc1C | 5 | -0.2 | 8 | 1 | 2 | 2 | -1.0 | 3 | -3
COc1ccccc1N1CCN(C(=O)CSc2nc(C)cc(=O)[nH]2)CC1 | -1&-1 | -0.1&0.6 | -1 | -23&-19 | 8&-8 | -2&13 | -0.3&0.6 | 0&-4 | -2&-5
COc1ccc(C(=O)CCS(=O)(=O)c2ccc(C)cc2)cc1 | 3 | 0.0 | -2 | 7 | 11 | 4 | -0.2 | 3 | 5
COc1ccc2oc(C(=O)Nc3cccc(S(=O)(=O)N4CCOCC4)c3)c(C)c2c1 | 8 | 0.6 | -4 | -3 | -15 | 4 | -0.2 | -4 | 3
CCN(CC)S(=O)(=O)c1ccc2oc(C(=O)NC3CCCc4ccccc43)c(C)c2c1 (configuration not stated) | 2 | 0.8 | 11 | -2 | -3 | 1 | 0.5 | -9 | 6
COc1ccc(C)cc1NC(=O)Nc1cccc(OCc2cc(=O)n3ccc(C)cc3n2)c1 | 2 | 0.1 | nt | -10 | -7 | -6 | 0.2 | 0 | -2

Entries of single compounds, looked up by structure:
`CCOC(=O)c1cc(=O)n2nc(-c3ccc(C)cc3)nc2s1` is entered as D1 ag: 1; TRHR agonist: -0.1; D2 antag: -4; D2 potentiator: -2; D1 antagonist: -20; RXFP1 antag: -3; D2 ag: -0.9; D1 potentiator: -6; TRHR PAM: -4
`Cc1ccc(NS(=O)(=O)c2cc(Br)cnc2N)c(Cl)c1` is entered as D1 ag: 8; TRHR agonist: -0.5; D2 antag: -14; D2 potentiator: 10; D1 antagonist: 6; RXFP1 antag: -7; D2 ag: 0.0; D1 potentiator: -5; TRHR PAM: -1
